Screening results (PubChem BioAssay)
PLK1 PBD inh – qHTS for Inhibitors of PLK1-PDB (polo-like kinase 1 - polo-box domain): Primary Screen. Plk1 PBD binding of FITC phosphopeptide, fluorescence polarization. 360,000 tested, 2.8% active. Potency, µM, for inactives: max response, negative = inhibition, usual class: inhibitors. AID 720504, 2013. Serine/threonine-protein kinase PLK1 (Homo sapiens), P53350; also: potency is read from the fitted curve at half-maximal effect; series mostly up to about 57 µM; % is scaled to controls: 0 for no effect and ±100 for the full control effect; nearly all actives have a fitted effect of over 65% in size
PI5P4K alpha inh – qHTS for Inhibitors of phosphatidylinositol 5-phosphate 4-kinase (PI5P4K). max response, %. 330,000 tested, 1.2% active. Phosphatidylinositol 5-phosphate 4-kinase type-2 alpha (Homo sapiens), P48426. PI5P4Kalpha enzyme, ADP-Glo luminescence, 60 min; stronger effect = lower value. AID 652105, 2013; active = max response of -50% or lower; inconclusive = between -30% and -50%; inactive = -30% or higher; also: value at the top dose of about 77 µM; % is scaled to controls: 0 for no effect and ±100 for the full control effect
Target sequence (P48426 whole entry, looked up): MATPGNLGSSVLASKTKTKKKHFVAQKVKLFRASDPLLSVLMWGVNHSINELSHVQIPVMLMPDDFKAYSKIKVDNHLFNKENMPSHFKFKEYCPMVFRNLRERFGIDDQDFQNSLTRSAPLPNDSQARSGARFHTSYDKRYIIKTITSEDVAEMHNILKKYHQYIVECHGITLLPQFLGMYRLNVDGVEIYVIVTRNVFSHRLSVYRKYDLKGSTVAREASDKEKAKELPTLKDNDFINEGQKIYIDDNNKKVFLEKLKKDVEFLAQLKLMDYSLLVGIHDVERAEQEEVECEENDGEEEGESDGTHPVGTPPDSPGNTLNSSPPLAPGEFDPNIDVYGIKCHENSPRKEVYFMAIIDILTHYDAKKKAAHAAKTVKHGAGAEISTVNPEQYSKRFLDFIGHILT
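Controls without substrate or without enzyme flank wells where PI5P4Kalpha converts substrate using 5 microM ATP (final). Incubation lasts 60 minutes at room temperature; ADP formed is read by ADP-Glo luminescence.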
WRN helicase inh – qHTS for Inhibitors of WRN Helicase | Bifunctional 3'-5' exonuclease/ATP-dependent helicase WRN (Homo sapiens), Q14191 | WRN helicase unwinding, fluorescent forked duplex, kinetic | Potency, µM (titrated, usually from 114 µM), for inactives: at the top dose activity change, negative = inhibition, hits mostly inhibitors | 360,000 tested, 0.46% active; also: potency is read from the fitted curve at half-maximal effect; % is scaled to controls: 0 for no effect and ±100 for the full control effect; nearly all actives have a fitted effect of over 55% in size
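Screening of the MLSMR collection measured strand separation of a quenched forked DNA duplex (100 nM) by 20 nM WRN with 2 mM ATP, all final. Compounds were preincubated with enzyme 15 min at room temperature.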
HEK293 tox – qHTS of GLP-1 Receptor Inverse Agonists: Cytotox Screen; HEK293 cAMP-luciferase reporter cells, luminescence, 24 h; Potency, µM (highest dose often 38.3 µM), for inactives: at the highest dose activity change, negative = inhibition, hits mostly inhibitors; 410,000 tested, 0.13% active; AID 624418, 2012;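 also: loss of luciferase light is scored as toxicity; potency is read from the fitted curve at half-maximal effect; % is scaled to controls: 0 for no effect and ±100 for the full control effect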
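Cells in DMEM/10% Nu serum/1% pen-strep, 1536-well format. Pre-incubated 12 h, dosed with 23 nL compound, incubated a further 24 h. Luciferase detection, 12 min at room temp, luminescence.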
IL-2 act – qHTS of IL-2 Activators; activation, % (series mostly up to about 46 µM); AID 652025, 2013; IL-2 activation reporter assay, cell-based qHTS; stimulated with anti-CD3/CD4/CD28 beads; in transgenic mouse T cells; 360,000 tested, 0.065% active; in the data active = activation above about 50%; inconclusive = mostly about 30% to 49%; also: 0% is about no effect
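Readout is EGFP and DsRed signal by fluorescent plate cytometry after 18 h at 37 degrees C. Transgenic mouse T cells (750/well) received compound for 60 min before bead stimulation (anti-CD3, anti-CD4, anti-CD28); memory T cells served as non-tolerant control.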
GLP-1R inv ag – qHTS of GLP-1 Receptor Inverse Agonists (Inhibition Mode); Glucagon-like peptide 1 receptor (Homo sapiens), P43220; HEK293 GLP-1R CRE-luciferase, luminescence, 24 h; GLP-1R form is constitutively active; Potency, µM (series often up to 38.3 µM), without a hit: at the top dose activity change, negative = inhibition, hits mostly inhibitors; 410,000 tested, 1.6% active; also: potency is read from the fitted curve at half-maximal effect; % is scaled to controls: 0 for no effect and ±100 for the full control effect; nearly all actives have a fitted effect of over 55% in size
Target sequence (P43220 whole entry, looked up): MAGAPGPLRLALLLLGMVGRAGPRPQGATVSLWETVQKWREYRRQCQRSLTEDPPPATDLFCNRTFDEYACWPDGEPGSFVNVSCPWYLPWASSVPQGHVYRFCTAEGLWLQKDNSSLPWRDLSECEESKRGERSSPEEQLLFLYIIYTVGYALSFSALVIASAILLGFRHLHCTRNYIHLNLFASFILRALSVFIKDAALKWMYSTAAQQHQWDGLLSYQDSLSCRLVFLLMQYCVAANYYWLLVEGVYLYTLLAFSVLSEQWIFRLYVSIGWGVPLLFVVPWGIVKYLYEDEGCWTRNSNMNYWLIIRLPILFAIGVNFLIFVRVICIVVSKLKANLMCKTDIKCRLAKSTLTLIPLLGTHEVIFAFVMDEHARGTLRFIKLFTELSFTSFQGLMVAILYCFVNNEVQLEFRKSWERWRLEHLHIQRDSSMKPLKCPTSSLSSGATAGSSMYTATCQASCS
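Readout was luciferase luminescence, measured 12 min after detection reagent at room temperature. Beforehand, GLP-1R reporter HEK293 cells had sat 12 h, then received compounds for 24 hr at 37 deg C.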
DRD3 antagonist – qHTS of D3 Dopamine Receptor Antagonist: qHTS; D(3) dopamine receptor (Homo sapiens), P35462; D3R cells, DiscoveRx beta-arrestin luminescence, antagonist mode; stronger effect = lower value; max response, negative = inhibition, %; 360,000 tested, 2.5% active; AID 652054, 2013; in the data active = max response below about -50%; inconclusive = no clear call, values can overlap the other calls; also: % is scaled to controls: 0 for no effect and ±100 for the full control effect; mostly tested at two doses, the higher about 12 µM
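Cells expressing the human receptor were seeded at 1500 cells/well, incubated overnight at 37 degrees C in 5% CO2, then exposed to library compounds with dopamine controls for 90 minutes at 37 degrees C before luminescent detection.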
D3 ag – qHTS of D3 Dopamine Receptor Agonist: qHTS; D(3) dopamine receptor (Homo sapiens), P35462; D3R DiscoveRx beta-arrestin cells, luminescence, 90 min; max activation, %; 410,000 tested, 0.58% active; AID 652048, 2013; in the data active = max activation above about 30%; also: 0% is about no effect; mostly tested at two doses, the higher about 12 µM
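Agonist-mode cell screen: cells plated at 1500/well and incubated overnight at 37 °C, then exposed to library compounds for 90 min at 37 °C. Detection reagent was added for 30–60 min at room temperature, and luminescence was read.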
GLP1R ag – qHTS of GLP-1 Receptor Agonists | HEK293 GLP-1R CRE-luciferase, luminescence, 4-6 h; cells express a hypersensitive GLP-1R form | AID 624172, 2012 | Potency, µM (series often up to 45.6 µM), inactives show at the highest dose activation, actives largely listed as activators | Glucagon-like peptide 1 receptor (Homo sapiens), P43220 | 380,000 tested, 0.007% active; also: potency is read from the fitted curve at half-maximal effect; % of control where 0% means no effect
* marks the source's active call; other numbers are inactive results; u = inconclusive; x = no result given; + = active, no number; & = joins results of further samples; [ ] = another dose, or the depositor's remark. Unless noted, calls follow the shape of the dose curve; as a rule, active = well fitted curve in the direction sought with a large enough effect; inconclusive = small, poorly fitted or top-dose-only effect, or another doubt; inactive = no such curve, though single readings can be large; an effect the other way counts as inactive or inconclusive.

SMILES	PLK1 PBD inh	PI5P4K alpha inh	WRN helicase inh	HEK293 tox	IL-2 act	GLP-1R inv ag	DRD3 antagonist	D3 ag	GLP1R ag
Cc1cccc(/C=C/c2onc(C)c2S(=O)(=O)N2CCC(C(=O)NC(C)(C)C)CC2)c1	-2.8%	12.6	-1.3%	1.4%	-2.6	-9.3%	19.5	2.6	1.2%
NC(=O)CSC1=Nc2ccccc2C2=NC(c3ccccc3)C(=O)N12 (stereo unspecified)	-6.7%	9.8	-4.8%	5.5%	4.8	14.3%	-7.0	4.6	0.1%
CC1(C)Nc2ccccc2N(Cc2ccc([N+](=O)[O-])cc2)C1=O	-7.6%	-1.0	0.9%	9.8%	-0.1	23.7%	4.4	5.2	8.8%
COc1cc(S(=O)(=O)N2CCN(c3ccccc3F)CC2)c(OC)cc1Cl	-0.8%	3.6	-24.1%	22.9%	0.6	u	1.4	-3.2	-11.4%
CCCn1c(NC(=O)c2ccc(C)cc2)nc2ccccc21	26.7µM*	-3.5	11.7%	-5.1%	-0.1	u	-22.2	-12.1	-8.2%
COc1ccc(N(CC(=O)Nc2ccc3c(c2)OCCO3)S(=O)(=O)c2c(C)nn(C)c2C)cc1	-6.9%	2.4	0.6%	-8.7%	-3.2	6.5%	-12.1	1.4	13.4%
Cc1ccc(S(=O)(=O)N2CCC(=O)N(CCOC(=O)Nc3cccc(Cl)c3)CC2)cc1	0.1%	16.3	-25.3%	-0.5%	-2.1	0.3%	22.8	1.6	1.1%
O=C(CS(=O)(=O)c1ccccc1)Nc1ccccc1Br	0.0%	-1.1	-6.0%	3.7%	0.6	0.1%	19.1	5.3	-0.1%
CC1(C)Cc2c(ccc3ccccc23)/C(=C/C#N)N1	-11.7%	x	-23.5%	-3.8%	-1.6	-9.5%	+	-12.5	17.9%
CCOC(=O)Cc1cc(=O)n2[nH]c(-c3ccccc3)cc2n1	-13.0%	x	-10.8%	8.4%	0.7	20.0%	-22.9	-10.9	-11.5%
COc1ccc(NC(=O)CN(c2cc(C)cc(C)c2)S(=O)(=O)c2c(C)noc2C)cc1Cl	x	x	x	-4.3%	x	u	x	-2.9	-2.0%
Clc1ccc(-c2nnc3sc(-c4ccc(Br)o4)nn23)cc1	u	-15.2	-37.2%	24.4%	26.5	0.0%	u	-9.8	7.8%
CC(C)OCCCNC(=O)c1cn(C)c2ccc(S(=O)(=O)N(C)C3CCCCC3)cc2c1=O	3.7%	-0.3	-2.1%	-31.2%&2.5%	-1.1	15.9%&4.5%	-1.7	1.1&8.5	-4.0%
CCc1ccc(CNC(=O)C(=O)NCCc2ccc(OC)c(OC)c2)cc1	-4.3%	3.1	5.7%	-21.1%	-1.4	3.4%	9.3	-2.3	-3.6%
CC(=O)Nc1ccc(NC(=O)c2ccc3sc([C@H]4C[C@H](O)[C@@H](CO)O4)nc3c2)cc1	-2.3%	2.5	-8.7%	-11.7%	1.8	2.0%	0.0	-7.8	2.8%
O=C(Cn1cnc2c(OCc3ccccc3)ncnc21)NCCc1c[nH]c2ccccc12	-12.2%	5.3	-4.0%	-12.8%	-0.4	u	u	-26.6	4.8%
CCN(CC)c1nc2n(c(=S)n1)CCS2	-14.2%	x	-2.3%	3.4%	0.1	-3.2%	-20.6	-14.6	13.4%
COc1cccc(C=CC(=O)C=CC=Cc2ccccc2)c1	-15.1%	19.9	-2.5%	14.4%	-0.5	-3.0%	-22.0	-8.4	22.0%
CCOC(=O)c1c(C)[nH]c(C(=O)CSc2nnc(Nc3ccccc3F)s2)c1C	-0.4%	-8.4	-5.8%	-4.7%	-1.5	0.7%	34.2	2.8	-1.7%
CCN(Cc1ccccc1)CC(O)COC(c1ccc(OC)cc1)c1ccc(OC)cc1 (stereo unspecified)	-3.0%	-17.5	u	u	-4.7	10µM*	-4.8	-20.1	13.2%
CCOC(=O)C1CCCN(Cc2c(Cl)cccc2Cl)C1 (stereo unspecified)	1.3%	x	-13.7%	2.9%	3.7	u	-19.5	-7.4	10.5%
Cc1cc(NC(=O)CNC(=O)C2CCCCC2)no1	-2.1%	x	-3.1%	-5.1%	3.4	3.8%	-9.5	2.3	-0.2%
COC(=O)C1CCN(C2CN(C3CCCCC3)S(=O)(=O)C2)CC1 (stereo unspecified)	-13.9%	-0.5	2.9%	0.6%	0.2	4.6%	10.6	1.2	-10.7%
CCCn1nnnc1NCc1ccc(SC)cc1	4.8%	0.5	2.4%	1.2%	4.6	13.4%	-4.5	5.8	-1.5%
CCc1ccccc1N1C(=O)C2C3CC(=O)C(c4ccccc43)C2C1=O (stereo unspecified)	-17.8%	-3.6	-1.3%	5.8%	-1.0	4.1%	-6.9	-6.3	-2.2%

Three records picked at random from those above, as already listed:
SMILES	PLK1 PBD inh	PI5P4K alpha inh	WRN helicase inh	HEK293 tox	IL-2 act	GLP-1R inv ag	DRD3 antagonist	D3 ag	GLP1R ag
CC1(C)Cc2c(ccc3ccccc23)/C(=C/C#N)N1	-11.7%	x	-23.5%	-3.8%	-1.6	-9.5%	+	-12.5	17.9%
CCOC(=O)c1c(C)[nH]c(C(=O)CSc2nnc(Nc3ccccc3F)s2)c1C	-0.4%	-8.4	-5.8%	-4.7%	-1.5	0.7%	34.2	2.8	-1.7%
CC(=O)Nc1ccc(NC(=O)c2ccc3sc([C@H]4C[C@H](O)[C@@H](CO)O4)nc3c2)cc1	-2.3%	2.5	-8.7%	-11.7%	1.8	2.0%	0.0	-7.8	2.8%

Following part:
SMILES	PLK1 PBD inh	PI5P4K alpha inh	WRN helicase inh	HEK293 tox	IL-2 act	GLP-1R inv ag	DRD3 antagonist	D3 ag	GLP1R ag
c1ccc2c(c1)ccc1[nH]c3c(c12)CCCC3	-3.9%	8.7	-22.8%	2.1%	-0.4	u	9.8	4.0	7.9%
CCCN1CCN(CCCNC(=S)Nc2ccc3nc(N4CCN(CC)CC4)cc(C)c3c2)CC1	8.5%	3.6	-7.5%	u	-0.3	u	u	-18.1	3.9%
CCOc1ccc(NC(=O)c2cc(C)nc3ccccc23)cc1	-0.7%	2.4	-5.3%	0.3%	-0.2	10.3%	19.4	0.4	-6.4%
COc1ccc(CNC(=O)/C=C/C(=O)O)cc1	-4.0%	-9.4	0.3%	-8.5%	-0.8	2.7%	-1.9	4.9	-1.0%
CSc1sc(-c2ccnc(SCCS(C)(=O)=O)n2)c(-c2ccccc2)c1C#N	-0.7%	-0.1	0.9%	-18.2%	-0.1	16.2%	11.4	-3.2	5.9%
CNCCOc1ccccc1OC(C)C	-3.3%	3.3	-7.3%	-0.4%[7.66 µM]	-0.6	-7.8%[7.66 µM]	-79.5*	-16.5	-2.9%
COc1ccc(Nc2nc(N)nc(CSc3nnc(C)s3)n2)cc1	-9.8%	-18.5	-3.8%	-7.1%	0.1	59.8%[activator]	7.2	-6.2	28.9%
CCC(=Cc1ccccc1O)c1ccncc1	-2.1%	-2.7	3.3%	0.1%	-0.1	12.4%	-14.8	3.0	20.0%
CC(=O)Nc1ccc(C(=O)NCCCSc2ccccc2)cc1	3.5%	3.1	4.4%	0.4%	-0.6	10.9%	-7.2	-1.3	-2.8%
C=CCOc1c(Br)cc(C2NC(=O)NC(C)=C2C(C)=O)cc1OCC (stereo unspecified)	-6.7%	x	-1.6%	-8.1%	0.9	0.0%	-13.1	1.9	-2.5%
Cc1sc2nc3ccc(N4CCCC4)nn3c(=O)c2c1C	u	-2.2	-6.0%	101.2%[activator]	0.9	-14.5%	0.0	1.9	11.3%
Fc1cccc(Cc2c(-c3ccccc3)nc3ccc(Br)cn23)c1	-4.2%	-7.1	-12.4%	-8.7%	-0.9	u	18.7	0.2	-0.9%
CCOC(=O)c1c(O)cc(C)[nH]c1=O	-0.5%	1.8	-2.0%	-2.7%	1.4	10.8%	-7.6	-11.9	-1.3%
CSc1ccc(/C=C/C(=O)NC(=O)c2ccccc2O)cc1	-18.2%	-7.5	-22.3%	-25.7%	0.1	15.1%	21.3	2.4	-1.9%
OCc1nc2ccccc2n1CCCCOc1ccccc1	-9.0%	-0.9	-9.6%	-5.3%	-0.8	u	-1.5	11.9	11.3%
CCCNc1c(N)n(-c2ccccc2)c(=O)[nH]c1=O	-7.0%	x	3.5%	8.0%	1.2	3.6%	6.8	-2.9	-3.5%
CC(=O)c1ccc(NC(=O)C(C)N2CCN(C/C=C/c3ccccc3)CC2)cc1 (stereo unspecified)	-12.0%	-9.7	4.7%	14.7%	1.8	-17.4%	u	1.0	10.7%
C[C@H]1CN([C@@H](C)CO)C(=O)CCCn2nncc2CO[C@H]1CN(C)C(=O)NC1CCCCC1	2.2%	-7.3	3.6%	7.1%	-0.4	4.3%	-8.4	8.7	-1.1%
Cc1ccc(NC(=O)C(C)Sc2nc(-c3ccccc3)cc(=O)[nH]2)cc1 (stereo unspecified)	-3.7%	0.9	-2.1%[57.1 µM]	0.8%	-0.4	36.6%[activator]	-10.5	1.7	-3.7%
COc1cccc(CN2CCN(C(=O)c3cccc4ccccc34)CC2)c1OC	-0.5%	x	-5.6%	-13.7%	-1.8	u	8.5	-3.4	20.3%
COc1ccc(C2NC(=S)N3C(c4ccc(OC)cc4)NC(=S)N23)cc1 (stereo unspecified)	8.44µM*	-90.4*	89.1µM*	-10.3%	-0.5	0.0%	-21.7	-9.2	3.2%
COc1ccc(OC)c2[nH]c(C(=O)N3CCC(C(=O)O)CC3)cc12	-9.8%	-6.4	10.9%	7.4%	0.0	1.0%	-3.2	5.8	-3.6%
Cc1csc(NC(=O)CCn2c(=O)sc3ccccc32)n1	-4.1%	x	9.6%	-11.8%	0.2	-7.8%	8.0	-2.3	3.7%
